RGS4 inhibitor – Inhibitors of Regulator of G Protein Signaling (RGS) 4: qHTS. Transcreener GDP fluorescence polarization, RGS4-accelerated GTP hydrolysis. Potency, µM (highest dose often 114 µM), for the others: at the highest dose activity change, negative = inhibition, most hits filed as inhibitors. 390,000 tested, 0.039% active. AID 504845, 2011; further: on the % scale 0 is the no-effect control and ±100 the full control effect; nearly all actives have a fitted effect of over 75% in size; some results filed as inactive show a strong effect at the top dose
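MLSMR compounds (23 nl, pin-transferred) preincubated 10 min at room temperature with a 500nM (2x) first reagent, then RGS4 at 900nM (2x) plus Transcreener GDP mix added; fluorescence polarization (620/688 nm) read before and after 90 min at 30 °C.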
12-LOX inh – Primary qHTS assay for inhibitors of human arachidonate 12S-lipoxygenase (ALOX12): Round 2 | AID 1671190, 2021 | purified 12hLO, xylenol orange hydroperoxide absorbance | 580,000 tested, 1.1% active | Potency, µM (series often up to 108 µM), for the others: top-dose activity change, negative = inhibition, usual class: inhibitors | Polyunsaturated fatty acid lipoxygenase ALOX12 (Homo sapiens), P18054; further: on the % scale 0 is the no-effect control and ±100 the full control effect
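Hydroperoxide product was detected by ferrous iron/xylenol orange as the 573 to 405 nm absorbance ratio. Arachidonic acid at 40 uM (final) was turned over for 30 min at room temperature by 150 nM human 12hLO, pH 7.0 Hepes buffer, after 15 min compound preincubation.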
GLS inhibitor – qHTS for Inhibitors of Glutaminase (GLS). Glutaminase kidney isoform, mitochondrial (Homo sapiens), O94925. GLS enzymatic activity, qHTS titration. Potency, µM (highest dose often 45.5 µM), for the others: top-dose activity change, negative = inhibition, actives largely listed as inhibitors. 410,000 tested, 0.21% active. AID 624170, 2012; further: on the % scale 0 is the no-effect control and ±100 the full control effect
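Enzyme dispensed in phosphate buffer (45 mM, pH 8.2, 0.02% Tween-20), compounds pinned in, then 1 mM L-glutamine solution and the glutamate oxidase–HRP–Amplex Red mix added; fluorescence read immediately and again after 30 min at room temperature.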
PGK inhibitor – qHTS Assay to Find Inhibitors of Phosphoglycerate Kinase; 380,000 tested, 0.043% active; Potency, µM (doses to about 57.5 µM), for inactives: at the top dose activity change, negative = inhibition, most hits filed as inhibitors; PGK/GAPDH coupled, Kinase-Glo luminescence, 60 min; AID 602233, 2012; Phosphoglycerate kinase, glycosomal (Trypanosoma brucei brucei), P07378; further: on the % scale 0 is the no-effect control and ±100 the full control effect; nearly all actives have a fitted effect of over 60% in size
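Luminescent ATP detection (Kinase-Glo Plus) follows a 60-minute room-temperature incubation, with wells lacking PGK as controls. Buffer: 100 mM TEA (pH 7.6), 5 mM MgCl2, 0.01% Tween-20. Coupling enzyme GAPDH (100 nM final) supplies unstable 1,3-BPG in-well.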
TrxR1 inh – qHTS Assay for Inhibitors of Mammalian Selenoprotein Thioredoxin Reductase 1 (TrxR1): qHTS; Thioredoxin reductase 1, cytoplasmic (Rattus norvegicus), O89049; recombinant rTrxR1, NADPH fluorescence consumption, selenite substrate; Potency, µM (titrated, usually from 114 µM), for inactives: at the top dose activity change, negative = inhibition, usual class: inhibitors; 390,000 tested, 1% active; AID 588453, 2011; further: on the % scale 0 is the no-effect control and ±100 the full control effect; nearly all actives have a fitted effect of over 65% in size
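Rat TrxR1 (90 nM in the dispensed reagent) was pre-reduced with 400 uM NADPH for 5 min at room temperature, then incubated with compound for 15 min. After 400 uM selenite was added, NADPH fluorescence (Ex 340/Em 450 nm) was followed for 8 min.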
HP1b chromo inh – HTS for Inhibitors of HP1-beta Chromodomain Interactions with Methylated Histone Tails. 390,000 tested, 0.56% active. Potency, µM (top dose mostly 114 µM), for inactives: top-dose activity change, negative = inhibition, most hits filed as inhibitors. AlphaScreen HP1-beta / biotin-H3K9me3 peptide binding. AID 540317, 2011; further: nearly all actives have a fitted effect of over 70% in size; inactives centre near 23
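AlphaScreen: HP1-beta (50 nM) preformed 30 min with biotin-H3(1-18)K9me3 peptide (50 nM) in PBS pH 7.4, 0.01% Tween-20. Compound added for 30 min at RT, then streptavidin donor/nickel chelate acceptor beads (10 ug/mL) for 30 min.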
Pin1 inh – qHTS Assay to Find Inhibitors of Pin1 | Pin1 FP peptide displacement, HiFluor488, 10 min | Potency, µM (top dose mostly 115 µM), for inactives: at the highest dose activity, negative = inhibition, actives largely listed as inhibitors | 390,000 tested, 0.009% active; active means well fitted inhibition curve with a large enough effect in the polarisation, with a control signal flat, not every such curve was filed as active; inconclusive means small, poorly fitted or top-dose-only effect, or effect the other way, or a change in a side signal; inactive means no such curve, though single readings can be large or run the other way; the % refers to the polarisation; further: on the % scale 0 is the no-effect control and ±100 the full control effect
JMJD2A Tudor – qHTS Assay for Inhibitors of JMJD2A-Tudor Domain; AlphaScreen JMJD2A-Tudor / H3K4me3 peptide binding; AID 504339, 2011; Lysine-specific demethylase 4A (Homo sapiens), O75164; Potency, µM (doses to about 114 µM), for the others: at the highest dose activity change, negative = inhibition, actives largely listed as inhibitors; 390,000 tested, 4.4% active; further: on the % scale 0 is the no-effect control and ±100 the full control effect; nearly all actives have a fitted effect of over 50% in size
Target sequence (O75164 whole entry, looked up, the tested form may be a part): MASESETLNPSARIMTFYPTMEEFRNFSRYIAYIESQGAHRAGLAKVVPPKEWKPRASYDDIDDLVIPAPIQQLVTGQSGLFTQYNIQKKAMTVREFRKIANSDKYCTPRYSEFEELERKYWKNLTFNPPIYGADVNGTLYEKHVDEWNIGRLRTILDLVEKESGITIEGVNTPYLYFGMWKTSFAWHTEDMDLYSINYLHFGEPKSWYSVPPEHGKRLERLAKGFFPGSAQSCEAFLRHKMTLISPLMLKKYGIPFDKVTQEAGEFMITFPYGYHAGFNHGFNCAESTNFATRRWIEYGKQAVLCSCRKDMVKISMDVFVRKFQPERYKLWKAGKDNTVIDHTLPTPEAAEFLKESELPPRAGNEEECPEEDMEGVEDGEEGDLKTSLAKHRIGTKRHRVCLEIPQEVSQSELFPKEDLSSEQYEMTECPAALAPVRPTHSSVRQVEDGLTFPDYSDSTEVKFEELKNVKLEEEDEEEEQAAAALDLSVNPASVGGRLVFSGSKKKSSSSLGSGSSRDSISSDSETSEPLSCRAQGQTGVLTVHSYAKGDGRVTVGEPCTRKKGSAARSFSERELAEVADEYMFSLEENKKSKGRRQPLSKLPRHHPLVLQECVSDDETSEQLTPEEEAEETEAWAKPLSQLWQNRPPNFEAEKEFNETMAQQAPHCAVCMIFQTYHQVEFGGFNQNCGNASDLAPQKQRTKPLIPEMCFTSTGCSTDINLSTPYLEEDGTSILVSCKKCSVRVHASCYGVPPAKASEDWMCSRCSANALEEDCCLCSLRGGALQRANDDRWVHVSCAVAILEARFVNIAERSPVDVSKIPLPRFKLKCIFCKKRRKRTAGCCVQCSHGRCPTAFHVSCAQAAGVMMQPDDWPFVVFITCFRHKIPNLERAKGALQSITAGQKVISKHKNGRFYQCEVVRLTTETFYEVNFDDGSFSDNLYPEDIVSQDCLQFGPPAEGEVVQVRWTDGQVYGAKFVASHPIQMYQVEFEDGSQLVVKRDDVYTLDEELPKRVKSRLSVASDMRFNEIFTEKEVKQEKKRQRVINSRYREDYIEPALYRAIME
ERG Ets-DNA blk – qHTS for Small Molecule Inhibitors of the ERG Ets/DNA interaction; AID 624246, 2012; fluorescence polarization, His-ERG Ets domain / labelled DNA; Potency, µM (top dose mostly 76.9 µM), for inactives: top-dose FP activity, negative = inhibition, actives largely listed as inhibitors; 370,000 tested, 0.028% active; active means well fitted inhibition curve with a large enough effect in the polarisation, with a control signal flat; inconclusive means small, poorly fitted or top-dose-only effect, or effect the other way, or a change in a side signal; inactive means no such curve, though single readings can be large or run the other way; the % refers to the polarisation;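 further: polarization taken with two DNA probes labelled with fluorescein and Texas red; % of control where 0% means no effect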
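His-tagged ERG Ets domain (1 uM in the protein solution; 300mM KCl, 50mM Tris-HCl, 1mM EDTA, 1mM DTT, pH 7.5) received compound, then a probe mix of 5 nM fluorescein-DNA and 100nM Texas-615-DNA. Fluorescence polarization was read for both dyes.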
Starred values were filed as active, the others as inactive; i = inactive; ? = inconclusive; · = not tested or not shown; [ ] = dose if it differs, or a comment. Unless noted, the call rests on the fitted dose curve; in most records, active means well fitted curve in the direction sought with a large enough effect; inconclusive means small, poorly fitted or top-dose-only effect, or another doubt; inactive means no such curve, though single readings can be large; an effect the other way counts as inactive or inconclusive. Potency means the concentration at half of the fitted maximal effect.

RGS4 inhibitor	12-LOX inh	GLS inhibitor	PGK inhibitor	TrxR1 inh	HP1b chromo inh	Pin1 inh	JMJD2A Tudor	ERG Ets-DNA blk	SMILES
-23%	0%	8%	-5%	10%	26%	-4%	-18%	7%	CCOc1cc(/C=N/NC(=O)c2ccncc2)ccc1OC(=O)c1ccco1
2%	?	-13%	-7%	0%	41%[activator]	4%	-3%	-4%	CS(=O)(=O)N1CCC(Oc2ccccc2C(=O)N2CCN(CC3CC3)CC2)CC1
19%	-3%	-2%	6%	7%[57.1 µM]	24%	3%	-6%	-5%	Cc1ccc(/C=N/N2C(=O)c3ccccc3NC2c2ccc(C)cc2)cc1 (stereo unspecified)
16%	?	3%	3%	-11%[57.1 µM]	10%	1%	-10%	-5%	CS(=O)(=O)N(CC(=O)NCCSCc1c(F)cccc1Cl)c1cccc([N+](=O)[O-])c1
-4%	-12%	-6%	0%	20%[57.1 µM]	25%	1%	-10%	-1%	CCCC(=O)OCC(=O)NC1CCCc2ccccc21 (stereo unspecified)
-1%	18%	0%	i	16%	15%	1%	-1%	3%	O=C(Cc1cccc(NC(=O)C2CCCN(C(=O)c3ccccc3)C2)c1)Nc1ccc(C(=O)N2CCCCC2)cc1 (stereo unspecified)
-21%	2%	-8%	?	-16%	40%[activator]	4%	-2%	-3%	Cc1cc(Cl)ccc1NC(=S)N1CCN(C(=O)C2CCCO2)CC1 (stereo unspecified)
-51%	?	15%	-1%	?	15%	8%	-25%	7%	COc1cc2c(cc1OC)/C(=C/C#N)NC(C)(C)C2
-18%	0%	10%	-6%	-12%	-7%	7%	-11%	-1%	Cc1cc2c(cc1C)/C(=C\C(N)=O)NC(C)(C)C2
-6%	-9%	8%	6%	5%[57.1 µM]	23%	42%[activator]	-2%	1%	O=[N+]([O-])c1ccc(-c2ccc(/C=N/Nc3nc(N4CCCCC4)nc(N4CCCCC4)n3)o2)cc1
12%	?	2%	12%	9%[57.1 µM]	30%[activator]	-18%	-6%	2%	Cc1ccc(-n2ncc3c(NC4CCCCCC4)ncnc32)cc1
12%	-1%	-2%	7%	-8%	15%	-8%	-18%	-2%	O=C(NCCc1ccccc1)C1c2ccccc2C(=O)N1C1CC1 (stereo unspecified)
-19%	9%[57.4 µM]	2%	-11%	10%[57.1 µM]	34%	-1%	-6%	5%	CCCc1nc(SCc2ccccn2)c2c(=O)n(C)c(=O)n(C)c2n1
5%	-3%	2%	2%	4%[57.1 µM]	23%	-1%	-15%	-6%	C[C@H](CO)N1C[C@H](C)[C@@H](CN(C)S(=O)(=O)c2ccc(F)cc2)Oc2ccc(NS(=O)(=O)c3ccc(F)cc3)cc2C1=O
10%	-18%	-20%	i	19%	-1%	7%	-34%	-8%	Clc1ccc(/C=N/Nc2nnc(-c3ncc[nH]3)c3ccccc23)cc1
-51%	-2%	-12%	0%	22%[57.1 µM]	23%	-5%	?	3%	CCCCCn1c(=S)[nH]c2cc(C(=O)N3CCCC3)ccc2c1=O
26%	-22%	3%	-2%	-2%	35%	2%	-11%	-9%	C/C(=N/Oc1nc(C)cc(C)n1)c1ccc(Cl)cc1Cl
-39%	35µM*	?	i	21%[57.1 µM]	40µM*	13%	28µM*	3%	COc1ccc(/C=C/C(=O)c2cc3c(cc2N)OCO3)cc1
2%[56.9 µM]	?	0%	-6%	10%	7%	-1%	?	4%	O=Cc1cc([N+](=O)[O-])ccc1N1CCN(Cc2ccc3c(c2)OCO3)CC1
-10%[11.4 µM]	-11%	12%	i	3%	62%[activator]	0%	-16%	-4%	CCOC(=O)Cc1csc(NC(=S)NC(=O)c2ccccc2)n1
0%	·	-2%	-1%	17%	35%	10%	-32%	-5%	Cn1nc(-c2ccc(Cl)cc2)c2cc(C(=O)N3CCN(c4ccccn4)CC3)sc21
-25%	-2%	2%	i	3%	17%	15%	-10%	7%	Cc1cccc2nc(-c3ccccc3)nc(N[C@@H](CO)c3ccccc3)c12
2%	-3%	8%	2%	20%	20%	15%	-13%	7%	Cc1ccc(S(=O)(=O)c2c(C(=O)c3ccccc3)cnc3cc4c(cc23)OCCO4)cc1
-8%	-15%	-5%	-9%	16%[57.1 µM]	2%	-7%	-16%[57.1 µM]	7%	O=C1CSC(c2ccccc2[N+](=O)[O-])N1c1ccccc1 (stereo unspecified)
-16%	?	5%	-8%	9%[57.1 µM]	47%[activator]	0%	24%	-6%	CCN(CC)C(=O)c1ccc2c(c1)N(Cc1ccccc1)C(=O)CS2=O (stereo unspecified)
-5%	0%	-4%	-3%	5%[57.1 µM]	23%	2%	-11%	3%	Cc1ccc(SC(C)C(=O)Nc2cccnc2)cc1 (stereo unspecified)
-2%	-6%	10%	i	6%	22%	-5%	-10%	8%	Cn1c(=O)c2c(nc(SCC(=O)NC3CCCC3)n2C)n(C)c1=O
16%	-2%	-8%	i	25%	47%[activator]	-2%	12%	2%	Cc1nc2c(ncn2-c2ccccc2)c(=O)n1NC(=O)CN1CCCCC1
-16%	0%	5%	3%	67%[activator]	81%[activator]	-1%	55%[activator]	-1%	CCN(c1cccc(C)c1)S(=O)(=O)c1nnc(NC(=O)c2ccccc2Cl)s1
-17%	0%	-2%	-1%	11%[57.1 µM]	44%[activator]	-3%	-27%	-12%	O=C(NCN1CCN(CCO)CC1)c1cnccn1
-18%	0%	-5%	-12%	-20%	26%	-1%	-3%	1%	COc1cc2c(C(=O)N3CCN(Cc4ccc5c(c4)OCO5)CC3)cn(C)c(=O)c2cc1OC
-5%	-2%	1%	?	14%	24%	-3%	-7%	2%	CCCc1ccc(C(=O)O/N=C(\N)c2ccccn2)cc1

Quoted from above (7 entries):
RGS4 inhibitor	12-LOX inh	GLS inhibitor	PGK inhibitor	TrxR1 inh	HP1b chromo inh	Pin1 inh	JMJD2A Tudor	ERG Ets-DNA blk	SMILES
2%	-3%	8%	2%	20%	20%	15%	-13%	7%	Cc1ccc(S(=O)(=O)c2c(C(=O)c3ccccc3)cnc3cc4c(cc23)OCCO4)cc1
-8%	-15%	-5%	-9%	16%[57.1 µM]	2%	-7%	-16%[57.1 µM]	7%	O=C1CSC(c2ccccc2[N+](=O)[O-])N1c1ccccc1 (stereo unspecified)
-16%	?	5%	-8%	9%[57.1 µM]	47%[activator]	0%	24%	-6%	CCN(CC)C(=O)c1ccc2c(c1)N(Cc1ccccc1)C(=O)CS2=O (stereo unspecified)
-5%	0%	-4%	-3%	5%[57.1 µM]	23%	2%	-11%	3%	Cc1ccc(SC(C)C(=O)Nc2cccnc2)cc1 (stereo unspecified)
-2%	-6%	10%	i	6%	22%	-5%	-10%	8%	Cn1c(=O)c2c(nc(SCC(=O)NC3CCCC3)n2C)n(C)c1=O
16%	-2%	-8%	i	25%	47%[activator]	-2%	12%	2%	Cc1nc2c(ncn2-c2ccccc2)c(=O)n1NC(=O)CN1CCCCC1
-16%	0%	5%	3%	67%[activator]	81%[activator]	-1%	55%[activator]	-1%	CCN(c1cccc(C)c1)S(=O)(=O)c1nnc(NC(=O)c2ccccc2Cl)s1

The listing continues:
RGS4 inhibitor	12-LOX inh	GLS inhibitor	PGK inhibitor	TrxR1 inh	HP1b chromo inh	Pin1 inh	JMJD2A Tudor	ERG Ets-DNA blk	SMILES
-7%	1%	-5%	0%	28%[57.1 µM]	0%	0%	-20%	1%	CCOC(=O)C1(Cc2cccc(OC)c2)CCN(Cc2cccn2-c2ccccn2)CC1
9%	-24%	-4%	9%	?	37%	30%[activator]	-2%	-1%	Cc1cccc(NC(=O)CSc2nc3ccc(NC(=O)c4cccs4)cc3s2)c1
-2%	-11%	-2%	-7%	16%	-7%	0%	?	1%	Cc1cnc(C(=O)N2CCc3c([nH]c4ccccc34)C2c2ccc(F)cc2)cn1 (stereo unspecified)
55%[activator]	0%	3%	-1%	6%	205%[activator]	-1%	123%[activator]	-6%	Clc1ccc(CSc2snnc2-c2ccccc2)c(Cl)c1

Screening data from PubChem.

Only part of the results is shown; rates above refer to the full screens.
